Screening data from PubChem BioAssay.
RmlC RmlD mix: mixture blocks RmlC and RmlD coupled enzyme activity; RmlC/RmlD coupled enzyme inhibition, 384-well mixture HTS; inhibition, % at 5.5 µM; 110,000 tested, 0.39% active; AID 1532; in the data active = inhibition above about 30%, passing the limit was not always enough; inconclusive = no clear call, values can overlap the other calls; note: strong numbers were not always called active
RT RNaseH block: blocks HIV-1 RNase H cleavage of RNA/DNA duplex; AID 565; inhibition, % at 10 µM; P04585; RT-RNase H RNA/DNA duplex cleavage, fluorescence; 65,000 tested, 1.9% active; in the data active = inhibition above about 50%
* = called active by the depositor; ? = inconclusive; . = not tested or not shown. Not all compounds are listed. The share of hits here may be higher or lower than overall.

Below each SMILES – RmlC RmlD mix	RT RNaseH block
- O=C(Cn1cc([N+](=O)[O-])cn1)Nc1ccn(Cc2c(F)c(F)c(F)c(F)c2F)n1
  4	.
- COc1ccc(C(C(=O)OC(C)CN(C)C)c2ccccc2)cc1 (centres undefined)
  -101	-4
- CCO[C@H]1OC(C(=O)NCc2nc3ccccc3[nH]2)=C[C@@H](C2CC2)[C@@H]1CCCO
  -1	.
- CN1CCN(/C(=N\S(=O)(=O)c2ccc(F)cc2)c2ccccc2)CC1
  -4	-3
- CN1CCN(CC(=O)O)CC1
  ?	.
- CCn1nnc(-c2ccccc2NS(=O)(=O)c2ccc(S(=O)(=O)N(C)C3CCCCC3)cc2)n1
  9	.
- CC1CC(C)(C)N(C(=O)CSc2ccc(-c3ccc(F)cc3)nn2)c2ccccc21 (centres undefined)
  9	.
- CC(=O)Nc1ccc(C(=O)NC2CCCC2)cc1
  -1	-2
- N#Cc1ccccc1CN1C(=O)S/C(=C/c2cccn2-c2ccc(C(=O)O)cc2)C1=O
  -17	.
- CCOc1cccc(NC(=O)C2CC(=O)NC(=Nc3ccccc3)S2)c1 (centres undefined)
  -12	10
- C/C=C/c1ccccc1OCc1ccc(C(=O)OC)o1
  -15	.
- Cn1c(-c2ccccc2)c(CCO)c2ccccc21
  5	-29
- c1coc(-c2nc3nc4ccccc4n3nc2-c2ccco2)c1
  .	-4
- Cc1cc(C)n(CCc2nc3c4ccccc4n(CC#N)c(=O)n3n2)n1
  -14	.
- Cc1c(NC(=O)C2CCCNC2=O)c(=O)n(-c2ccccc2)n1C (centres undefined)
  -5	-7
- COC1(OC)C=CC(=O)C=C1NC(=O)c1ccccc1OC(C)=O
  -13	.
- CCOC(=O)C1=C(Cn2cnc3ccccc32)NC(=O)NC1c1ccc(Cl)cc1 (centres undefined)
  -5	.
- O=C(CN1CCC(O)(c2ccc(F)cc2)CC1)NCc1ccc(F)cc1
  5	-8
- Cc1cc2c(cc1C)N(CC(=O)N1CCCC1)C(=O)CC(c1ccccc1)=N2
  -1	-9
- NC(=O)c1cc(N2C(=O)C=CC2=O)ccc1Cl
  -8	.
- CCn1c(CNC(=O)COc2ccc(C(C)C)cc2)nnc1SCC(=O)Nc1cc(F)ccc1C
  -13	.
- CNC(=O)[C@@H]1C[C@H]1[C@@H](NC(=O)CNC(=O)OCc1ccccc1)c1ccccc1
  -8	.
- CCCN(CC(=O)Nc1c(C)cccc1CC)C(=O)SCC
  14	.
- O=C(CCCC(=O)OCC(F)(F)C(F)F)Nc1nccs1
  -1	7
- Cc1cc(Cn2ccnc2)c(C)cc1Cn1ccnc1
  -13	-9
- COc1ccc(-c2c(C#N)c(N)nc3c2CCCC3)cc1OC
  -9	-41
- O=C(C1CCCN(S(=O)(=O)c2cnc[nH]2)C1)N(CCc1ccccc1)Cc1ccccc1 (centres undefined)
  9	-8
- CC(C)CC(NC(=O)OC(C)(C)C)C(=O)NC(C(=O)N1CCCC1C(N)=O)C(C)C (centres undefined)
  -8	-3
- CCOC(=O)c1ccc(NC(=O)COc2cc(=O)n(CC)c3ccccc23)cc1
  4	.
- O=C1C2CC=C(Cl)CC2C(=O)N1CN(Cc1ccco1)CN1C(=O)C2CC=C(Cl)CC2C1=O (centres undefined)
  -7	36
- O=C(c1ccc2nc3ccc(Cl)cc3c(=O)n2c1)N1CCC2(CC1)OCCO2
  .	1
- Cc1onc(-c2ccccc2Cl)c1C(=O)OCC(=O)N1CCCc2ccccc21
  3	-49
- Cn1c(=O)n(CCc2ccccc2)c(=O)c2c1nc1n2CCCN1c1ccc(F)cc1
  .	5
- O=C(NCc1ccccc1)C1=C[C@@H](c2ccc3c(c2)OCO3)C[C@@H](OCc2ccc(CO)cc2)O1
  -4	.
- COc1ccc(C(=O)NCc2nnc(SCC(=O)Nc3cccc(C(F)(F)F)c3)o2)cc1OC
  -25	0
- CN1CCN(C(c2ccc(F)cc2)c2nnnn2Cc2cccs2)CC1 (centres undefined)
  -27	-19
- CC(C)N(O)C(=O)NC(C)(C)C
  -18	0
- CC1CCN(CCNC(=O)C2CCCN(S(=O)(=O)c3cccc4nonc34)C2)CC1 (centres undefined)
  -2	4
- CCn1c(-c2ccccc2Cl)nn(CC(=O)Nc2ccccc2C)c1=S
  -7	.
- CCN1CCN(C(=O)c2cc3c(=O)oc4ccc(C)cc4c3s2)CC1
  .	-13
- COc1ccc(S(=O)(=O)N(C)c2ccc(C(=O)N3CCOCC3)cc2)cc1
  8	-3
- C=CCN(CC(=O)NCc1ccc(OC)cc1)C(=O)c1csnn1
  2	5
- Oc1[nH]c2ccccc2c1/C=N/c1nccs1
  .	-9
- Clc1cc(Br)ccc1OCCn1ccnc1
  3	-31
- NC(Cc1ccc2nsnc2c1)C(=O)O (centres undefined)
  7	.
- Cn1c(SCc2ccccn2)nnc1-c1ccncc1
  3	-13
- CSc1cccc(NC(=O)CN(C)S(=O)(=O)c2ccc(C)cc2)c1
  -8	.
- CCc1ccc2[nH]c(=O)c(C(c3nnnn3Cc3ccco3)N3CCC(C)CC3)cc2c1 (centres undefined)
  4	.
- CCOc1ccccc1NC(=S)N1C2CCC1CC(NC(=O)NC13CC4CC(CC(C4)C1)C3)C2 (centres undefined)
  8	.
- Cc1cccc(NC(=O)Nc2cccc(C)n2)n1
  7	-4

Whole records, looked up by structure. Order of values: RmlC RmlD mix, RT RNaseH block
Oc1[nH]c2ccccc2c1/C=N/c1nccs1 in the list: ., -9
CCc1ccc2[nH]c(=O)c(C(c3nnnn3Cc3ccco3)N3CCC(C)CC3)cc2c1 (centres undefined) in the list: 4, .
Cc1cccc(NC(=O)Nc2cccc(C)n2)n1 in the list: 7, -4

The results go on:
Below each SMILES – RmlC RmlD mix	RT RNaseH block
- CC1(C)Cc2nc3oc4c(=S)nc[nH]c4c3cc2CO1
  -10	31
- N#CCCN(Cc1cccnc1)C(=O)Nc1ccccc1
  -14	.
- COc1cccc(CNCCNC(=O)c2nonc2N)c1
  10	.
- Cc1nc2cc(-c3cccc(F)c3)nn2c(N2CCOCC2)c1C
  .	39
- CCC(CC)C(=O)NC1CCSC1=O (centres undefined)
  -5	.
- N#Cc1cn(-c2ccccc2)nc1C(=O)c1ccccc1
  -12	.
- COc1ccc(NC(=O)c2ccco2)c(OC)c1
  5	-1
- Cc1ccc2nc(NC(=O)c3ccc(Cn4cc(Cl)cn4)o3)sc2c1
  -18	-17
- COc1ccc(NC(=O)CC2Oc3ccccc3NC2=O)cc1 (centres undefined)
  3	-3
- Cc1nc2ccc(S(=O)(=O)NC(C(=O)N3CCCC3)C(C)C)cc2s1 (centres undefined)
  -12	-4
- CSc1nnc(-c2ccccc2N=Cc2c(C)[nH]n(-c3ccccc3)c2=O)c(=O)[nH]1
  -13	.
- CCOc1cccc(-c2nnc3sc(COc4ccc(Cl)cc4)nn23)c1
  6	21
- O=C(COC(=O)c1ccc2c(c1)OCCO2)Nc1cc(Cl)ccc1Cl
  -7	.
- Cc1ccc(F)cc1NC(=O)Cc1nn(C)c(=O)c2ccccc12
  2	-2
- O=C(CCCOc1ccccc1)N1CCN(S(=O)(=O)c2cccs2)CC1
  6	.
- CCOC(=O)Cc1cc(=O)n2[nH]c(-c3ccccc3)cc2n1
  -3	.
- C=CCNc1nc(Nc2ccc(OC)cc2)nc(OC)n1
  4	.
- COC(=O)CC1COc2ccccc2N1C(=O)c1ccc(Cl)cc1 (centres undefined)
  0	.
- CN(C)S(=O)(=O)c1ccc(Oc2ccccc2)cc1
  -11	-7
- CCCn1cc(NC(=O)c2cc3n(n2)C(C(F)(F)F)CC(c2ccccc2)N3)cn1 (centres undefined)
  13	0
- Cc1onc(-c2c(F)cccc2Cl)c1C(=O)N1CCc2ccccc2C1
  -5	21
- CCCC[C@@H]1C[C@H]1[C@@H](NC(=O)c1cccs1)c1ccc(Cl)cc1
  -23	.
- CC(C)(C)C(=O)Nc1ccccc1C(=O)Nc1cccnc1
  -5	-7
- O=C(C1=C[C@@H](c2ccc(Br)cc2)C[C@@H](OCc2ccc(CO)cc2)O1)N1CCN(Cc2ccccc2)CC1
  -46	.
- COc1ccc(CC(NC(C)=O)C(=O)NC2CCN(C(=O)Nc3ccc(Cl)cc3)CC2)cc1OC (centres undefined)
  0	.
- O=C(Cc1ccccc1)Nc1nnc(-c2cccs2)s1
  .	19
- Cc1ccc(C(=O)N/N=C2\SCC(=O)N2c2cc(C)ccc2C)cc1
  4	.
- O=C(CN1CCC(c2nc3ccccc3[nH]2)CC1)Nc1ccc2c(c1)OCO2
  16	-18
- COc1ccccc1N1C(=O)CC(Sc2nccc(C)n2)C1=O (centres undefined)
  -11	60*
- CC(C)Sc1nc2ccccc2n1CC(N)=O
  4	-6

Some of the entries so far, in CSV form.
SMILES,RmlC RmlD mix,RT RNaseH block
COc1ccc(CC(NC(C)=O)C(=O)NC2CCN(C(=O)Nc3ccc(Cl)cc3)CC2)cc1OC (centres undefined),0,.
O=C(Cc1ccccc1)Nc1nnc(-c2cccs2)s1,.,19

(continued)
Below each SMILES – RmlC RmlD mix	RT RNaseH block
- CC1CCC2(CC1)Nc1ccccc1C(=O)N2c1ccccc1 (centres undefined)
  4	.
- Cc1ccc(C2CC2C(=O)NN)cc1 (centres undefined)
  -6	.
- Cc1nc(SCC(=O)NCc2ccco2)c2c(C)c(C)sc2n1
  3	-15
- Cc1ccc(-c2csc3ncnc(OCC(=O)NC(=O)NCc4ccco4)c23)cc1
  38	44
- O=S(=O)(O/N=C1\CCCc2ccccc21)c1ccccc1
  -20	.
- c1ccc(-n2ncc3c(N4CCN(c5ccccn5)CC4)nc(N4CCOCC4)nc32)cc1
  .	36
- COc1ccc(N(CC(=O)Nc2ccc3c(c2)OCCO3)S(=O)(=O)c2c(C)nn(C)c2C)cc1
  .	-9
- COc1ccc(C(=O)c2c(-c3ccc(OC)cc3)oc3ccc(-c4cc(OC)c(OC)c(OC)c4)cc23)cc1
  -23	.
- Cc1nc2ccccc2n1C(=O)c1cc(-c2ccc(Br)cc2)nc2ccccc12
  10	.
- COC(=O)C(C)Sc1nc2c(cnn2-c2ccccc2)c(=O)[nH]1 (centres undefined)
  -8	-8
- Cc1ccc(/C=[N+](/[O-])C2SC(=S)N(C)C2(C)C)cc1 (centres undefined)
  -14	.
- C=C(C)CN1CC[C@]23c4c5ccc(O)c4O[C@H]2c2[nH]c4ccccc4c2C[C@@]3(O)C1C5
  -10	.
- Nc1cc(N)nc(SCc2ccccc2)n1
  5	-50
- CCOC(=O)c1[nH]c2ccc(Br)cc2c1NC(=O)CCN1CCC(C(=O)OCC)CC1
  3	0
- COc1ccccc1NC(=O)Nn1cnnc1
  17	-11
- CCOC(=O)c1sc(NC(=O)CSc2nc3c(c(-c4ccc(OC)cc4)c2C#N)CCCC3)c(C#N)c1C
  -10	.
- CC1CCCC(NC(=O)CCn2c(=O)oc3ccccc32)C1C (centres undefined)
  -17	1
- COc1cccc(C2C(C#N)=C(N)Oc3cc(C)oc(=O)c32)c1OC (centres undefined)
  -12	-8
- O=C1/C(=C\c2ccccn2)SC(=S)N1Nc1ncc(C(F)(F)F)cc1Cl
  20	.
- CN1CCN(CC(O)c2ccccc2)CC1 (centres undefined)
  0	.
- CCC1(C)Cc2ccccc2-c2nc(NCCCO)n(-c3ccccc3)c(=O)c21 (centres undefined)
  44	.
- CC(=O)Oc1ccc2c(=O)c(-c3ccccc3)c(C)oc2c1
  80*	.
- O=C(Nc1cc(N2CCOCC2)ncn1)c1ccccc1
  8	-5
- COc1ccc(C2(C(F)(F)F)NC(=O)N(C)C(=O)N2C)cc1 (centres undefined)
  -6	-17
- COc1ccc(NC(=O)NCCCN2CCCCC2C)cc1 (centres undefined)
  .	-9
- COc1ccc(C(=O)Cn2c(NCCO)nc3ccccc32)cc1OC
  5	.
- CCOc1ccc(NC(=O)c2ccccc2O)cc1
  -12	-2
- CC1(C)CC(=O)C=C(c2cc3ccccc3s2)C1
  -15	.
- Cc1ccc(C)c(NC(=O)CSc2nnc(CCNC(=O)OC(C)(C)C)o2)c1
  -2	.
- O=C1[C@H]2[C@@H](C(=O)N1c1cccc3ccccc13)C1(C(=O)c3ccccc3C1=O)N1CCC[C@@H]21
  -3	.
- CCSc1nnc(NC(=O)C2C3C=CC(C3)C2C(=O)O)s1 (centres undefined)
  12	.
- Cc1cc2cc(CNC(=O)c3ccc(S(=O)(=O)N4CCCCC4)cc3)ccc2n1C
  -18	24
- N#C/C(=C\c1cc([N+](=O)[O-])c(N2CCOCC2)cc1N1CCOCC1)c1nc2ccccc2[nH]1
  8	.
- O=C(c1ccccc1)c1cccc(NC(=O)c2ccc(Br)o2)c1
  20	.
- O=C(Nc1cccc(-c2csc(-c3ccccc3)n2)c1)c1cccs1
  12	.
- Cn1cc(C(=O)c2ccc(Cl)cc2Cl)cc1C(=O)N/N=C(\N)COc1ccc(F)cc1
  20	.
- NC(=O)c1ccccc1NC(=O)NC1CCCCC1
  2	.
- COCCCn1c(SCC(=O)Nc2ccc3c(c2)OCCO3)nnc1-c1ccoc1C
  -10	-2
- O=c1c(O)c(-c2ccc(O)cc2O)oc2cc(O)cc(O)c12
  .	75*
- O=C(Cn1cnc2ccccc21)NCc1ccccc1
  10	8
- Cc1cc(OC(=O)c2cc(F)c(F)cc2Cl)nc(C)n1
  21	.
- CC(=O)Nc1ccc(S(=O)(=O)c2ccc(N)cc2)cc1N
  -9	-9
- CCC(C)C(=O)Nc1ncc2c(n1)CC(c1cccs1)CC2=O (centres undefined)
  48	.
- COc1ccc(-n2c(Cc3cc(=O)[nH]c(=O)[nH]3)nnc2SCC(=O)N2CCCC2)cc1
  .	-5

Reformatted: entries from further up.
Structure | RmlC RmlD mix | RT RNaseH block
CC(=O)Nc1ccc(S(=O)(=O)c2ccc(N)cc2)cc1N | -9 | -9
CCC(C)C(=O)Nc1ncc2c(n1)CC(c1cccs1)CC2=O (centres undefined) | 48 | .
